Pf growth 96h: P. falciparum growth inhibition at 96 hour, primary screen for plastid delayed-death inhibitors | P. falciparum luciferase reporter growth, 96 h | Potency, µM (highest dose often 28.7 µM), for the others: at the highest dose activity change, negative = inhibition, hits mostly inhibitors | 6.9% of 320,000 active | AID 504834
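Erythrocytes infected with luciferase-expressing P. falciparum were dispensed at 2% hematocrit and 0.05% parasitemia (final), then incubated with compounds 96 hours at 37 C in 5% CO2. Luminescence after detection reagent addition reported growth.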
HCV inhibitor: inhibitors of hepatitis C virus infection; Potency, µM (titrated, usually from 41.8 µM), for inactives: top-dose activity change, negative = inhibition, usual class: inhibitors; Huh7.5.1 HCVcc-Cre infection, luciferase reporter, 44 h; 3.4% of 340,000 active; AID 651820
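Cells (1,000/well) were plated 4 h before compound, then infected with HCVcc-Cre virus (~0.5 moi). After 44 h further culture, infection was read as luciferase luminescence following a 15 min substrate incubation at room temperature.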
Pf growth 48h: inhibits P. falciparum growth in the first generation, 48 h; P. falciparum luciferase growth in erythrocytes, 48 h; 5.9% of 310,000 active; Potency, µM (highest dose often 28.7 µM), for the others: top-dose activity change, negative = inhibition, most hits filed as inhibitors
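Read-out is firefly luciferase luminescence from an integrated reporter in P. falciparum, so falling signal marks reduced parasite growth. Infected erythrocytes were at 2% hematocrit and 0.1% parasitemia (final) in Albumax-supplemented RPMI 1640.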
LmPK inhibitor: blocks Leishmania mexicana pyruvate kinase activity; purified LmPK, Kinase-Glo ATP luminescence, 1 h; Potency, µM (titrated, usually from 57.5 µM), for inactives: top-dose activity change, negative = inhibition, most hits filed as inhibitors; 0.37% of 290,000 active
Target sequence (Q27686 whole entry, looked up): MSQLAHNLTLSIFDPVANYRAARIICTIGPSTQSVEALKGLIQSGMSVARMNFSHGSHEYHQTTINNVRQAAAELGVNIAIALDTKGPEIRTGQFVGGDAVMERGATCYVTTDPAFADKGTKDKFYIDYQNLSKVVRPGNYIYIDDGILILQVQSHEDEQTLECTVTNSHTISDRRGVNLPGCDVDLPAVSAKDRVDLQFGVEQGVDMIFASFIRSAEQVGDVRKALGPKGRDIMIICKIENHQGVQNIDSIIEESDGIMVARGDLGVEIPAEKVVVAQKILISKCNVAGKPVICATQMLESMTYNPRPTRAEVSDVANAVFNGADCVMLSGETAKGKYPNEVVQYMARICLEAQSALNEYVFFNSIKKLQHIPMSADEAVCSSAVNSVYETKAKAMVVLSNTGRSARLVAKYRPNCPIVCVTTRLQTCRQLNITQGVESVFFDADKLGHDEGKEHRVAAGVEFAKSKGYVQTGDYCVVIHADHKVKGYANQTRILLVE
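In 50 mM imidazole pH 7.2 with 7 mM MgCl2, LmPK (0.1 nM) turned over PEP (0.5 mM) and ADP (0.1 mM) for 1 h at room temperature. Luciferase read-out of ATP.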
Sm TGR block: S. mansoni TGR enzyme inhibition; Q962Y6; purified TGR, DTNB reduction, TNB absorbance 405 nm; Potency, µM (highest dose often 114 µM), for the others: at the top dose activity change, negative = inhibition, most hits filed as inhibitors; 3% of 360,000 active; AID 485364; note: nearly all actives have a fitted effect of over 60% in size
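First, TGR (20 nM dispensed) and NADPH were mixed with compound. Second, a 15 min room-temperature incubation followed. Third, further NADPH and then DTNB were added to start the reaction. Finally, TNB absorbance was monitored kinetically.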
Tb PYK inh: blocks Trypanosoma brucei pyruvate kinase | TbPYK enzyme, Kinase-Glo Plus ATP luminescence, 45 min | Potency, µM (highest dose often 76.8 µM), for the others: at the highest dose activity, negative = inhibition, usual class: inhibitors | 0.12% of 410,000 active | AID 624173; note: nearly all actives have a fitted effect of over 50% in size
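Assay buffer: 50 mM TEA pH 7.2, 100 mM KCl, 10 mM MgCl2, 0.05% BSA, 0.01% Tween-20. Pyruvate kinase from T. brucei plus substrate met compound, then ADP (130 uM final). Luminescence was read post 45 min RT.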
* = called active by the depositor; ? = inconclusive; . = no result given; & = joins results of further samples; [ ] = another dose, or the depositor's remark. Calls come from the whole dose curve; as a rule, active = well fitted curve in the direction sought with a large enough effect; inconclusive = small, poorly fitted or top-dose-only effect, or another doubt; inactive = no such curve, though single readings can be large; an effect the other way counts as inactive or inconclusive. % is set by controls: 0 for no effect and ±100 for the full control effect; potency is the fitted concentration of half-maximal effect. No enrichment for hits; overall some 16% were active at least once.

SMILES	Pf growth 96h	HCV inhibitor	Pf growth 48h	LmPK inhibitor	Sm TGR block	Tb PYK inh
CC(=O)c1c(C)[nH]c(C(=O)NCCCN2CCCC2)c1C	?	-9%	21%	-4%	0%	-3%
CC1=NN(C(=O)Cn2nc([N+](=O)[O-])cc2C)C(O)(C(F)(F)F)C1 (stereo not given)	41%[activator]	4%	-3%	-4%	8%	0%
CC(C)(C)NC(=O)CN(C(=O)CNC(=O)c1cccs1)c1ccc2c(c1)OCCO2	?	2%	?	7%	0%	7%
O=C1Nc2c(c(=O)[nH]c(=O)n2-c2ccc(F)cc2)C1(NS(=O)(=O)c1ccccc1)C(F)(F)F (stereo not given)	-7%	10%	35%	-5%	9%	2%
O=C1CC(N2CCN(S(=O)(=O)c3ccccc3)CC2)C(=O)N1c1ccccc1 (stereo not given)	60%[activator]	26%	20%	-2%	50µM*	1%
S=C1NC2(CCCCC2)Cc2ccccc21	12µM*	2%	?	1%	3%	-3%
CN(C)S(=O)(=O)c1ccc(NC(=O)CSc2ncnc3ccccc23)cc1	?	4%	?	8%	-1%	-6%
COC(=O)[C@H](CC(C)C)NC(=O)NC1CCCCC1C (stereo not given in full)	.	0%	6%	-2%	-1%	2%
N/C(=N\OC(=O)c1cccc(Br)c1)c1ccncc1	-1%	4%	8%	2%	2%	-4%
Clc1ccc(OCCn2cnc3ccccc32)cc1	.	?	?	0%	4%	?
C[C@H]1OC[C@@H](C[N+](C)(C)C)O1	?	1%[8.37 µM]	-10%	7%	2%	2%
O=C(CN1CCC(n2nnc3cc(F)ccc32)CC1)Nc1ccccc1N1CCOCC1	-17%	-9%&-10%	1.7µM*	2%	1%	3%
COc1ccc(CNC(=S)Nc2ccc(F)c(Cl)c2)cc1OC	15%	-26%	?	-2%	-20%	2%
Cc1cc(C)c2cc3c(N)c(C(=O)N4CCOCC4)sc3nc2c1	?	?	?	3%	-21%	-15%
O=C(COc1ccccc1)NC(=S)Nc1ccc2c3c(cccc13)CC2	5%	-2%	.	-1%	-6%	-2%
CNC(=O)c1ccc(CNC(=O)OCc2ccccc2)cc1	-39%[5.75 µM]	18%	21%	1%	0%	1%
COCCCNC(=O)C(=O)NCC1CCCN1S(=O)(=O)c1cccs1 (stereo not given)	?	3%	?	.	4%	-6%
Cc1ccc(S(=O)(=O)Nc2cc(-c3ccc(Cl)cc3)nn2C)cc1	10%	29%	0%	0%	4%	-3%
Cc1cccc(NS(=O)(=O)c2ccc(-c3cnc(C4CC4)o3)cc2)c1C	6.6µM*	?	?	-12%	3%	2%
O=C1CCCN1CCCNC(=S)Nc1ccc(Nc2ccccc2)cc1	12%	-10%	-21%	2%	-23%	-14%
C/C(N)=C(/C#N)C(=O)CSc1nnc(-c2ccccc2)n1C	-9%	21%	4%	1%	-6%	1%
CCOc1ccc(NC(=S)Nc2ccc3nsnc3c2)cc1	74%[activator]	?	?	0%	?	1%
CN(c1cccc(Cl)c1)S(=O)(=O)c1cccc(C(=O)NCc2ccncc2)c1	?	?	-10%	.	?	0%
O=C(Oc1cccnc1)c1ccc([N+](=O)[O-])cc1	?	4%	0%	-6%	-22%	1%
Cc1c(NC(=S)N/N=C/C=C/c2ccc([N+](=O)[O-])cc2)c(=O)n(-c2ccccc2)n1C	8%	20%	-12%	3%	3%	0%

Quoted from the entries so far for reference:
SMILES	Pf growth 96h	HCV inhibitor	Pf growth 48h	LmPK inhibitor	Sm TGR block	Tb PYK inh
CC(=O)c1c(C)[nH]c(C(=O)NCCCN2CCCC2)c1C	?	-9%	21%	-4%	0%	-3%
CC1=NN(C(=O)Cn2nc([N+](=O)[O-])cc2C)C(O)(C(F)(F)F)C1 (stereo not given)	41%[activator]	4%	-3%	-4%	8%	0%
CC(C)(C)NC(=O)CN(C(=O)CNC(=O)c1cccs1)c1ccc2c(c1)OCCO2	?	2%	?	7%	0%	7%
O=C1Nc2c(c(=O)[nH]c(=O)n2-c2ccc(F)cc2)C1(NS(=O)(=O)c1ccccc1)C(F)(F)F (stereo not given)	-7%	10%	35%	-5%	9%	2%
O=C1CC(N2CCN(S(=O)(=O)c3ccccc3)CC2)C(=O)N1c1ccccc1 (stereo not given)	60%[activator]	26%	20%	-2%	50µM*	1%
S=C1NC2(CCCCC2)Cc2ccccc21	12µM*	2%	?	1%	3%	-3%

(next part)
SMILES	Pf growth 96h	HCV inhibitor	Pf growth 48h	LmPK inhibitor	Sm TGR block	Tb PYK inh
CS(=O)(=O)c1ccc(Cl)c(NC(=O)c2ccc3ccccc3c2)c1	?	1%	36%[activator]	3%	-8%	-4%
CCCCOCCCNC(=O)N[C@H](C(=O)OC)C(C)CC (stereo not given in full)	5%	-4%	37%[activator]	0%	0%	-8%
COc1ccc(-c2cc(-c3c(O)c(OC)c4occc4c3OC)[nH]n2)cc1OC	0%[5.75 µM]	11µM*	?	-1%	-23%	-2%
CC(c1ccon1)N(C)C(=O)CCc1nnc(C2(c3ccc(Cl)cc3)CCC2)o1 (stereo not given)	-14%	4%	-8%	-1%	4%	1%
COc1ccccc1NC(=O)CCCCCN1C(=O)c2cccc([N+](=O)[O-])c2C1=O	67%[activator]	12%	16%	0%	-7%	1%
Cc1cnc(C(=O)Nc2ccc(C(=O)N(C)C3CCCCC3)cc2)cn1	.	.	15%	2%	9%	.
CC(C)Sc1nc2sc3c(c2c2nnc(SCC(=O)NCc4ccco4)n12)CCCC3	?	11%	6.6µM*	4%	?	2%
O=C(Oc1ccc2ccccc2c1)c1ccco1	-9%	13%	1%	-9%	7%	3%
Cc1ccc(NC(=S)N2CCOCC2)cc1	-5%	3%	27%	-2%	-3%	-1%
COc1ccccc1-n1c(CNc2c(C)cccc2C)nnc1SCC(=O)N1CCOCC1	12µM*	3%	-2%	7%	-2%	0%
O=C(/C=C/c1ccccc1Cl)N1CCN(c2ncccn2)CC1	43%[activator]	-1%	15%	1%	2%	-7%
O=C(NCc1ccccn1)C1CCCN(S(=O)(=O)c2ccc(Br)cc2)C1 (stereo not given)	.	-9%	43%	5%	-10%	-3%
CCOC(=O)CSc1nc2c([nH]c3ccccc32)c(=O)n1C	1%	4%	11%	-13%	-2%	-4%
O=S(=O)(c1ccccc1)c1cnc(-c2cccnc2)nc1-c1ccc(Cl)cc1Cl	?	?	?	1%	6%	-10%
CCc1onc(C)c1C(=O)O	?	12%	6%	-3%	1%	-3%
CC(C)(C)OC(=O)NC(Cc1ccccc1)C(=O)N1CCC(C(=O)NCC(=O)Nc2ccc(F)cc2)CC1 (stereo not given)	12µM*	-10%	?	11%	-2%	0%
O=C(N/N=C/c1cccc2ccccc12)c1cc2ccccc2o1	26%	?	58%[activator]	2%	2%	6%
COc1cc(C(=S)N2CCOCC2)ccc1OS(=O)(=O)c1ccc(C)cc1	-2%	-18%	47%[activator]	-1%	-1%	2%
CCN(c1ccccc1)S(=O)(=O)c1ccc(N)cc1	-22%	-3%	.	0%	0%	-2%
Cc1sc(Cc2nc(O)cs2)nc1-c1ccccc1	14%	1%	?	-16%	-20%	0%
CCn1cc(C(=O)NCc2ccccn2)c(=O)c2cc(F)c(N3CCN(C)CC3)cc21	20%	-6%	-21%	10%	2%	3%
O=C(CCNC(=O)c1ccc([N+](=O)[O-])cc1)Nc1ccccc1N1CCCCC1	?	?	-8%	.	5%	-6%
CCNc1ccc(C(=O)OCC(=O)N2c3ccccc3NC(=O)C2(C)C)cc1[N+](=O)[O-]	9.3µM*	?	?	-2%	-1%	-3%
O=c1c2c(nc3cc(-c4cccc(F)c4)[nH]n13)CCC2	1%	-4%	150%[activator]	-21%	1%	-5%
COc1ccc(CN2C(=O)NC(=O)/C(=C\c3ccco3)C2=O)cc1	21%	18%	?	22%	?	?

Record cards, from the list above. Screens in order: Pf growth 96h	HCV inhibitor	Pf growth 48h	LmPK inhibitor	Sm TGR block	Tb PYK inh
Entry for Cc1cnc(C(=O)Nc2ccc(C(=O)N(C)C3CCCCC3)cc2)cn1 : .	.	15%	2%	9%	.
Entry for COc1ccc(CN2C(=O)NC(=O)/C(=C\c3ccco3)C2=O)cc1 : 21%	18%	?	22%	?	?

The listing continues.
SMILES	Pf growth 96h	HCV inhibitor	Pf growth 48h	LmPK inhibitor	Sm TGR block	Tb PYK inh
CCOC(=O)N1CCN(C(=O)c2ccc(CNS(=O)(=O)c3ccc(NC(C)=O)cc3)cc2)CC1	?	6%	-4%	4%	3%	2%
Fc1ccccc1OCCCCCCN1CCCC1	-9%	7.9µM*	-29%	4%	-22%	0%
CN1c2ccc(Cl)cc2C(=O)NC1c1ccc([N+](=O)[O-])s1 (stereo not given)	?	3%	?	2%	-27%	-8%
CSc1ccc(CNC(=O)Cc2ccc(NC(=O)C3=C(C)OCCS3)cc2)cc1	?	?	125%[activator]	2%	2%	2%
ClCCN1CCN(c2ccnc3cc(Cl)ccc23)CC1	0.83µM*	-14%	0.83µM*	1%	?	0%
CC(C)C(c1nnnn1Cc1ccccc1)N1CCc2ccccc2C1 (stereo not given)	.	-1%	?	-4%	29%	1%
O=C(CCc1nc2ccccc2c(=O)[nH]1)Nc1cc(C(F)(F)F)ccc1N1CCOCC1	-17%	-16%	-2%	.	0%	2%
Cc1ccc(S(=O)(=O)N2CCN(C(=O)Cn3cnc4c3c(=O)n(C)c(=O)n4C)CC2)cc1C	?	1%	?	.	-21%	7%
Cc1ncoc1C(=O)N1CCCC(C(=O)c2cccc(C(F)(F)F)c2)C1 (stereo not given)	?	12%	2%	3%	-17%[57.1 µM]	6%
CCOC(=O)COn1c(=O)c(-c2ccc(F)cc2)[n+]([O-])c2ccccc21	12%	10%	27%	3%	89µM*	0%
COc1cccc(CNC(=O)CCC2CCCN(C(=O)c3cc(C)on3)C2)c1 (stereo not given)	46%[activator]	-17%	15%	-3%	7%	-1%
CCOc1ccc(N2C(=O)/C(=C/c3cccs3)N(CC(=O)OC)C2=S)cc1	31%[activator]	4%	15%	1%	9%	2%
O=C(O)CCC(=O)N1CC=C(c2ccccc2)CC1	?	23%	.	-1%	-28%	4%
Cc1cccc(NC(=O)C2CCN(S(=O)(=O)c3cccc4cccnc34)CC2)n1	2%	?	.	6%	2%	6%
S=C(NCCc1ccccc1)N1CCn2cccc2C1c1ccncc1 (stereo not given)	?	-7%	10µM*	-1%	.	-8%
Cc1nn(Cc2ccccc2Cl)c(C)c1NC(=O)CSc1n[nH]c(C)c1[N+](=O)[O-]	-17%	9%	-7%	1%	6%	.
N#C/C(=C\Nc1ccc(Cl)cn1)S(=O)(=O)c1ccccc1	36%	-20%	41%[activator]	0%	0%	-3%
COC(=O)C1(Cc2cc(-c3ccc([N+](=O)[O-])cc3)no2)CCN(C(=O)OC(C)(C)C)CC1	?	?	?	.	20µM*	0%
CCOc1ccc(CN2CCN(CC3CC3)CC2CCO)cc1 (stereo not given)	-36%	13%	-2%	-6%	-13%	5%
O=C(CSc1ccc(Cl)cc1)Nc1ccc(NC(=O)c2ccco2)cc1	37%[activator]	7%	16%	6%	6%	-17%
Cc1ccccc1NC(=O)CSC1=NCCN1	?	-1%	20%	-1%	11%	-7%
OC(COc1cccc2ccccc12)CN1CCCC1 (stereo not given)	116%[activator]	?	22%	9%	-5%	3%
Cc1ccc(-c2[nH]c(-c3ccc(C(=O)O)cc3)nc2-c2ccccc2)cc1	10µM*	-14%	-32%	3%	-7%	2%
O=C(COC(=O)C1CCN(S(=O)(=O)c2ccc3c(c2)OCCO3)CC1)Nc1cccc2ccccc12	18%	-5%	19%	3%	-7%	3%
